P. falciparum M17LAP = P. falciparum M17LAP inhibitors, primary screen, biochemical, fluorogenic H-Leu-NHMec substrate, 1536-well (AID 1619); recombinant M17LAP, H-Leu-NHMec fluorogenic kinetic assay; higher % means a stronger effect; one-dose inhibition, % at 30 µM; IC50 in µM for titrated hits; 220,000 tested, 0.38% active;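 active means compound inhibiting the enzyme by more than half at any dose during confirmatory dose-response retesting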;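 further: plate controls were full reaction with DMSO carrier for no effect and no enzyme background for full effect; strong numbers were not always called active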
ER stress rescue = rescue of cells from ER stress-induced death, primary screen, 384-well, CSM14.1, thapsigargin, ATP luminescence (AID 1222); CSM14.1 thapsigargin-induced death rescue, ATP luminescence; higher % means a stronger effect; cellular ATP content (survival), % at 20 µM, or EC50 in µM where a hit was titrated; 190,000 tested, under 10 active;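 active means EC50 below 50 µM in the dose-response confirmation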;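 further: death triggered by thapsigargin at about 15 µM added after 2 h compound pretreatment; cell ATP read after overnight thapsigargin exposure of roughly 18 to 22 hours; normalized against plate controls of thapsigargin alone and 5% DMSO vehicle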
Insulin prom up = insulin promoter activators in MIN6 cells, imaging, high-content screening, mouse beta cells. MIN6 insulin promoter-GFP reporter; stronger effect = higher value. z-score at 5 µM. 190,000 tested, 0.3% active;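 active means z-score above 3 at 5 µM with at least 500 cells counted in the well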
bCat nuc transl = modulators of beta-catenin nuclear translocation, primary screen, imaging, HeLa cells, immunofluorescence, high-content | AID 1665, 2009 | nuclear translocation activity, % at 5 µM | 190,000 tested, 0.3% active;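 active means nuclear translocation activity above 50% at 5 µM, with a well cell count of 50 or more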;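 further: per-cell ratio of nuclear to cytoplasmic median beta-catenin stain intensity; plate controls were DMSO negative control for no effect and GSK-3 inhibitor IX positive control for full effect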
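Assay system: human HeLa cells, native beta-catenin; doses: 5 µM primary, 0.02–20 µM confirmation; incubation: compound treatment 24 h, 37°C, 5% CO2; technique: fluorescence imaging of beta-catenin antibody stain plus DAPI; measure: % activation, nuclear-to-cytoplasmic median beta-catenin signal ratio per cell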
MT stabilize HCS = microtubule stabilizers in HeLa cells, primary screen, imaging, high-content imaging | HeLa tubulin immunostaining HCS, 24 h; share of cells brighter than vehicle mean+2SD | % tubulin-high responders, % at 10 µM | 200,000 tested, 0.83% active | AID 2205, 2009;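 active means plate Z-score above 3 for both tubulin-high and condensed-nucleus cell shares, with cell loss under 80%, at 10 µM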;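 further: anti alpha tubulin signal scored within the nucleus-defined area of each cell; some results filed as inactive read as strong as hits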
K1F lysis inhibition = inhibition of K1F phage lysis, E. coli UTI89, bacterial capsule biogenesis inhibitors, alamar blue (AID 488966) | E. coli UTI89 K1F phage lysis, alamar blue, 2 h; higher % means a stronger effect | inhibition, % at 100 µM, or IC50 in µM where a hit was titrated | 340,000 tested, 0.02% active;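 active means phage lysis inhibition, versus mean bacterial control, above a set limit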;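 further: capsule biogenesis inhibitors block K1F phage lysis so surviving cells raise fluorescence; higher fluorescence means more inhibition of phage lysis; actives were called in the ten point dose series up to 300 µM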
Autophagy mod = autophagy modulators in MEF cells, primary screen, imaging, high-content, MEF GFP-LC3; MEF GFP-LC3 puncta imaging; test concentration mostly 10 µM; 190,000 tested, 0.98% active; AID 463193, 2010; calls only at 10 µM (by protocol);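 active means percentage of spot-positive cells more than 3 SD above its plate mean, without a fluorescence outlier flag or 80% toxicity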;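 further: spot-positive cell cutoff set from DMSO-treated cells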
P. falciparum M1AAP = P. falciparum M1AAP inhibitors, biochemical, fluorogenic H-Leu-NHMec substrate, 1536-well (AID 1445). 220,000 tested, 0.42% active. inhibition, % at 30 µM, or IC50 in µM where a hit was titrated. Aminopeptidase N (Plasmodium falciparum (isolate 3D7)). recombinant M1AAP, H-Leu-NHMec fluorogenic kinetic assay; higher % means a stronger effect;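 active means primary inhibition above the hit cutoff, then over 50% inhibition at one or more dose response concentrations, cut at about 23% in these data, passing the limit was not always enough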;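 further: plate controls were DMSO full reaction for no effect and no enzyme background for full effect; strong numbers were not always called active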
Dynein transport = inhibitors of GR-EGFP nuclear translocation, primary screen, dynein cargo transport inhibitor project, imaging, high-content, 3617.4 mouse cells; 220,000 tested, 0.47% active; z-score, hits read low; test concentration mostly 20 µM; stimulated with dexamethasone, 1 µM; stronger effect = lower value; AID 1381, 2008;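 active means plate z-score of nuclear minus cytoplasmic receptor signal below a set negative limit, without overly bright fluorescence or cell loss, cut at about -3.5 in these data, passing the limit was not always enough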;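 further: z-score of nuclear minus cytoplasmic ring GR-EGFP intensity difference per well; some compounds called inactive have numbers as strong as hits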
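Buffer or medium: Induction medium lacking tetracycline, stripped serum | Also added: Dexamethasone agonist, 1.0 µM final, for 30 min | Timing: 48 h induction, 1 h compound, 30 min dex at 37 °C | Detection: Formaldehyde fixation, Hoechst nuclear stain, 10x automated fluorescence imaging | Measure: Nuclear versus cytoplasmic GR-EGFP signal, averaged per well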
Dynein transport cytoplasmic EGFP = also measured in Dynein transport; calls as there; z-score; measured here: cytoplasmic GR-EGFP intensity; stronger effect = higher value
Dynein transport nuclear GR-EGFP = recorded beside Dynein transport, whose call it bears; z-score; measured here: nuclear GR-EGFP intensity;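 lower value marks the stronger effect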
Dynein transport cell count = further read-out of Dynein transport, marked with its call; z-score; measured here: cell count per field
Insulin prom up cell count = also measured in Insulin prom up; calls as there; cell count; measured here: cytotoxicity, nuclei count;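 total cells summed across four imaged fields per well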
bCat nuc transl cell count 5 µM = recorded beside bCat nuc transl, whose call it bears; cell count; measured here: cell count, cytotoxicity flag
MT stabilize HCS Hoechst-high % = recorded beside MT stabilize HCS, whose call it bears; % Hoechst-high responders; measured here: nuclear condensation Hoechst responders;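 share of cells brighter than vehicle mean plus two SD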
MT stabilize HCS cytotoxicity % = further read-out of MT stabilize HCS, marked with its call; toxicity, %; measured here: cytotoxicity by cell density;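 0% = mean cell density of plate MIN control wells and 100% = no cells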
Autophagy mod cell loss 18 h = also measured in Autophagy mod; calls as there; toxicity, %; measured here: cell loss, nuclei count;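 cell loss after 18 h compound exposure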
The depositor's hits bear a star; i = inactive; . = not tested or not shown; [ ] = remark or other dose. A portion of the library; rates above refer to the full screens.

SMILES	P. falciparum M17LAP	ER stress rescue	Insulin prom up	Insulin prom up cell count	bCat nuc transl	bCat nuc transl cell count 5 µM	MT stabilize HCS	MT stabilize HCS Hoechst-high %	MT stabilize HCS cytotoxicity %	K1F lysis inhibition	Autophagy mod	Autophagy mod cell loss 18 h	P. falciparum M1AAP	Dynein transport	Dynein transport cytoplasmic EGFP	Dynein transport nuclear GR-EGFP	Dynein transport cell count
CC(C)c1ccc(N2C(=O)NC(=O)/C(=C/c3cnc(-c4ccccc4)nc3)C2=O)cc1	16%	1.2%	-0.46	1439	0.7	1039	4.8	3.1	4.5	0.2%[50 µM]	i	9	12%	-0.63	-0.25	-0.32	0.48
CCN(CC)CCCNC(=O)c1c(O)c2ccccc2n(Cc2ccccc2)c1=O	0%	-2.2%	0.3	1574	-1.2	1387	3.4	1.6	7.8	0.0%	i	7	4%	9.3	5.3	7.3	-6.1
COc1ncccc1C(=O)NCC(CC(=O)O)c1ccccc1 (stereo not given)	2%	2.5%	.	.	.	.	3.1	1.7	3.9	0.8%	i	2	-1%	-0.4	-0.18	0.24	0.13
Cc1ccsc1C(=O)C1CCCN(Cc2sc(N(C)C)nc2Cl)C1 (stereo not given)	2%	-0.5%	.	.	-2.1	961	1.2	1.3	2.1	-0.7%	i	6	-4%	0.86	-0.21	0.54	-0.34
COc1ccc(CCNCc2sccc2C)cc1OC	1%	0.1%	0.36	1108	5.3	1002	3.8	3.0	7.4	0.0%	i	12	-4%	2.1	-0.23	0.93	-0.81
CCOP(=O)(OCC)C(NC(=O)c1cccc(C)c1)C(Cl)(Cl)Cl (stereo not given)	-11%	.	-0.3	1443	-1.2	1154	.	.	.	0.1%	.	.	5%	0.94	-0.28	0.42	-0.3
O=C1NC(=O)N(CCc2ccc(F)cc2)C(=O)/C1=C/C=C/c1ccccc1	3%	.	1	917	-0.5	1353	.	.	.	.	.	.	-2%	-3	0.4	-1.1	0.45
O=C(NC(c1ccc(Cl)cc1)P(=O)(Oc1ccccc1)Oc1ccccc1)OCc1ccccc1 (stereo not given)	9%	-0.7%	.	.	2.3	448	1.2	2.1	9.9	1.0%	i	-6	-6%	-0.21	-0.24	0.18	-0.33
O=c1[nH]c(=O)n(-c2ccc(F)cc2)c(O)c1C=NCCN1CCCCC1	3%	.	-0.14	1381	-3.0	1102	.	.	.	0.9%	.	.	1%	-0.38	-0.16	-0.18	0.84
S=c1[nH]c2ccccc2[nH]1	-11%	-1.2%	0.48	1393	0.1	1415	1.8	2.0	2.0	-0.1%	i	-8	2%	0.14	-0.24	-0.33	1.5
CCOC(=O)C1C(=O)N(C)C2(C)CC1c1ccccc1O2 (stereo not given)	3%	-0.4%	0.11	1516	2.7	1402	1.6	2.0	4.2	-0.1%	.	.	3%	-0.94	-0.18	-0.18	0.6
CN1C(=O)C(=Cc2ccc(N3CCOCC3)o2)C(=O)N(C)C1=O	41%	-3.4%	0.05	1129	0.9	431	6.5	2.4	4.2	-5.4%	i	11	21%	-0.024	-0.26	-0.039	1.2
CCOc1cc(C2C(C#N)=C(N)Oc3c2c(=O)oc2ccccc32)ccc1OC(=O)c1cccs1 (stereo not given)	8%	-2.3%	-0.16	1361	-0.3	1163	2.6	1.9	2.4	1.3%[50 µM]	i	25	6%	0.71	-0.26	0.5	-0.082
O=c1c2ccccc2ncn1-c1ccc([N+](=O)[O-])c(C(F)(F)F)c1	8%	1.1%	-0.07	1333	-2.5	528	3.9	2.6	3.3	4.9%	i	2	1%	-0.36	-0.19	-0.4	0.15
O=C1NC(=S)N(c2ccc(F)cc2)C(=O)/C1=C\c1ccoc1	30%	-1.6%	-0.27	1341	-0.4	1090	2.4	2.7	8.3	0.2%	i	-2	19%	-0.21	-0.28	0.062	-0.11
CC(C)(C)C(=O)OC[N+](C)(C)CCOC(=O)C(O)(c1ccccc1)C1CCCC1 (stereo not given)	-12%	-1.6%	0.36	1301	4.4	1066	2.2	1.5	7.9	5.3%	i	4	2%	-0.28	-0.21	-0.27	0.42
CCOP(=O)(Cc1cc(C(=O)CC)c(C)o1)OCC	14%	.	0.74	1078	-0.8	1304	.	.	.	.	.	.	6%	-0.77	-0.25	-0.38	-0.051
O=C1NC(=O)C(=C/C=C/c2coc3ccc(Br)cc3c2=O)C(=O)N1	-3%	.	-0.09	1393	.	.	.	.	.	.	.	.	-2%	-0.52	-0.11	-0.27	-0.35
NC(Cc1nc2ccccc2[nH]1)c1ccc(Cl)cc1 (stereo not given)	-3%	.	-0.33	1122	1.0	1271	.	.	.	-1.7%	.	.	1%	-0.83	-0.22	-0.34	0.43
Cn1cccc1CN1CCN(C(=O)COc2ccccc2)CC1	24%	-3.4%	.	.	.	.	2.4	2.5	5.3	-0.1%	i	-13	0%	0.42	-0.19	0.19	-0.072
O=C1NC(=O)N(Cc2ccccc2)C(=O)/C1=C\C=C\c1ccco1	10%	-0.1%	.	.	2.0	1001	1.9	2.1	2.4	5.3%	i	26	23%	-4.4*	1.1*	-2.2*	-0.3*
COC(=O)OCC12CCC(O1)C1(C)C(=O)OCC21 (stereo not given)	8%	0.0%	-0.13	1207	0.7	496	3.2	2.0	6.7	5.5%	i	4	9%	-0.37	-0.24	-0.029	-0.42
O=[N+]([O-])c1ccc(N2CCNCC2)cc1N1CCCCCC1	11%	-2.8%	-0.58	1373	-0.2	841	2.9	1.8	6.3	1.1%[50 µM]	i	20	3%	-0.52	-0.19	-0.1	0.76
Cc1ccc2cc(C=C(C#N)C#N)c(Cl)nc2c1	4%	4.3%	0.72	1350	.	.	2.4	2.5	4.8	-0.3%	i	-3	19%	-1.4	0.35	-0.83	-2.3
CN1CCC2(O)OCCCC2C1 (stereo not given)	2%	.	-0.16	1363	2.3	1010	.	.	.	0.4%	.	.	-1%	-0.35	-0.28	-0.22	-0.086
CCOC(=O)C1C(=O)N(C)C2(C)CC1c1cc(OC)ccc1O2 (stereo not given)	2%	-1.3%	0.55	1522	-4.2	1431	1.3	2.1	8.0	2.8%	.	.	8%	1.3	-0.17	1	-0.81
O=C(NCC(c1cccnc1)N1CCN(c2ccccc2)CC1)Oc1ccccc1 (stereo not given)	13%	11%	0.32	872	0.5	1107	3.2	1.6	7.2	1.4%	i	9	9%	-1	0.36	-0.21	-0.57
COc1ccc(-c2cc(=O)c3c(OC)c(OC)c(OC)cc3o2)cc1	11%	-1.7%	1.6	1461	-2.4	1173	3.9	2.0	9.7	5.3%	i	-13	3%	-0.18	-0.27	0.035	0.2
CN1C2C=C(N(C(=O)c3ccc(Cl)cc3)c3ccccc3)CC1CC2 (stereo not given)	3%	-1.8%	-0.23	1085	-1.6	1194	1.5	0.9	2.0	0.2%	i	-11	-5%	-0.13	-0.22	-0.041	0.38
O=c1oc2ccccc2c(O)c1C(c1ccc([N+](=O)[O-])cc1)c1c(O)c2ccccc2oc1=O	2%	.	0.16	1280	-2.6	1081	2.3	1.8	3.2	0.0%	i	11	34µM*	-0.53	-0.3	-0.32	0.8
CCN1C(=O)c2ccccc2Sc2ccc(C(=O)N3CCC4(CC3)OCCO4)cc21	-12%	-0.7%	0.05	1153	0.6	1378	4.0	1.4	4.5	2.2%	i	17	3%	-0.83	-0.25	-0.6	0.78
Fc1ccc2c(c1)nnn2C1CCN(Cc2c(Cl)cccc2Cl)CC1	12%	-0.4%	-1.7	570	-1.2	1184	2.2	1.7	9.4	1.6%	i	-2	0%	-0.32	-0.25	-0.3	0.69
Cc1ccc(S(=O)(=O)NCCC(=O)Nc2ccc(Cl)cc2C(=O)c2ccccc2)cc1	11%	-3.2%	0.08	1444	-0.8	1109	1.7	2.4	10	0.9%[50 µM]	i	0	10%	-0.41	-0.24	-0.18	-0.12
O=C(/C=C/C=C/c1ccccc1)CC1(O)C(=O)Nc2ccccc21 (stereo not given)	20%	18%	-0.18	1250	-0.5	1135	5.9	1.4	2.6	-0.2%	i	-35	12%	-2.4	0.25	-1.2	-0.2
CCC(=NCCO)c1c(O)n(-c2ccccc2)c(=O)[nH]c1=O	-1%	-1.4%	-0.69	931	2.0	1097	6.4	2.1	0.2	3.1%	i	7	9%	-0.52	-0.4	-0.15	0.054
O=C(CNC1CCCC1)Nc1ccc(N2CCCCCC2)cc1	-1%	-2.5%	0.21	1249	0.0	1049	5.3	1.9	12	-0.3%	i	4	0%	-0.38	-0.32	-0.17	0.02
O=C(N/N=C/c1c(O)n(CCc2ccccc2)c(=O)[nH]c1=O)c1ccccc1	-15%	.	-0.1	1560	-3.6	1206	.	.	.	.	.	.	2%	-0.56	-0.24	-0.32	0.34

Screens deposited in PubChem by several laboratories.
